Source: PubChem BioAssay
Large T inhibition – SV40 large T antigen inhibitors, biochemical (AID 1903). inhibition, % at 20 µM; hits with a dose series show IC50 in µM. SV40 large T antigen ATPase/helicase inhibition assay; higher % means a stronger effect. 310,000 tested, 0.39% active; in the data active means a potency from the dose series; inconclusive means inhibition mostly from about 32% at the one dose, without a potency; inactive means the rest, 99 in 100 with inhibition below about 32%; further: strong numbers were not always called active
PhoP inhibition – inhibitors of PhoP regulon expression, primary screen, Salmonella Typhimurium, GFP reporter (AID 1863) | S. Typhimurium PhoP-regulated promoter GFP reporter, 4 h; higher % means a stronger effect | inhibition, % at 50 µM; hits with a dose series show IC50 in µM | 300,000 tested, 0.16% active;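 active means inhibition over 29.93%, a cutoff 3 SD above the screen mean, later confirmed by dose response; inconclusive means inhibition over 29.93% but no dose response follow-up; inactive means inhibition at most 29.93% or unconfirmed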;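 further: 0% = low Mg2+ inducing control and 100% = high Mg2+ repressing control; strong numbers were not always called active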
GPR35 antagonists – inhibition of zaprinast-stimulated GPR35 beta-arrestin translocation – imaging, U2OS, beta-arrestin-GFP, zaprinast agonist, primary screen (AID 2058). 290,000 tested, 0.052% active. U2OS GPR35 beta-arrestin-GFP translocation imaging, zaprinast antagonism; higher % means a stronger effect. one-dose inhibition, % at 10 µM; IC50 in µM for titrated hits;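 active means inhibition of at least 50% with at least 30 cells and total cytoplasm GFP at most 10,000,000; inconclusive means under 30 cells or total GFP of 10,000,000 plus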
West Nile antiviral – West Nile virus antiviral activity, cell-based, CPE readout (AID 1621); 290,000 tested, 0.02% active; West Nile virus-infected cells, CPE inhibition; higher % means a stronger effect; CPE inhibition, % at 10 µM; hits with a dose series show IC50 in µM; in the data active means a potency from the dose series; inconclusive means CPE inhibition mostly from about 3.7% at the one dose, without a potency; inactive means the rest, 99 in 100 with CPE inhibition below about 2.2%; further: strong numbers were not always called active
CSM14.1 death rescue – protection against thapsigargin-triggered cell killing – 384-well, CSM14.1, ATP luminescence, primary screen (AID 1222); CSM14.1 thapsigargin-induced death rescue, ATP luminescence; higher % means a stronger effect; cellular ATP content (survival), % at 20 µM; hits with a dose series show EC50 in µM; 190,000 tested, under 10 active;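 active means EC50 below 50 µM in the dose-response confirmation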;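 further: death triggered by thapsigargin at about 15 µM added after 2 h compound pretreatment; cell ATP read after overnight thapsigargin exposure of roughly 18 to 22 hours; normalized against plate controls of thapsigargin alone and 5% DMSO vehicle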
Rac1 GTP hydrolysis – MgcRacGAP GTPase-activating activity inhibitors, confirmation, biochemical, ADP Hunter fluorescence | MgcRacGAP-stimulated Rac1 GTP hydrolysis, ADP Hunter fluorescence; higher % means a stronger effect; GST-tagged Rac1 F28L mutant substrate | one-dose inhibition, % at 30 µM; IC50 in µM for titrated hits | 340,000 tested, 0.6% active;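 active means first-screen hits whose inhibition reached a set limit at any dose in the follow-up dose series; inconclusive means inhibition above the set first-screen limit but never retested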;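 further: fluorescence reports GDP produced by GAP-driven GTP hydrolysis; strong numbers were not always called active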
Dengue-2 NS5 capping – Dengue-2 NS5 methyltransferase inhibitors, primary screen, biochemical, confirmation dose response (AID 588689). Dengue-2 NS5 methyltransferase capping enzyme assay, biochemical; higher % means a stronger effect. 340,000 tested, 0.3% active. one-dose inhibition, % at 25 µM; IC50 in µM for titrated hits; in the data active means a potency from the dose series; inconclusive means inhibition above about 29% without an active follow-up result
LYP inhibition – inhibitors of LYP phosphatase, biochemical, fluorescence intensity, uHTS (AID 1779); recombinant LYP phosphatase, fluorescence intensity; higher % means a stronger effect; inhibition, % at 11.5 µM; hits with a dose series show IC50 in µM; 290,000 tested, 0.054% active; in the data active means inhibition above about 50%;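 further: plate controls were vehicle with enzyme for no effect and no enzyme for full effect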
RSV antiviral HEp-2 – inhibition of RSV-induced cytopathic effect – HEp-2 cells, primary 10 µM value included (AID 2391); HEp-2 cells, RSV-induced CPE inhibition; higher % means a stronger effect; CPE inhibition, % at 10 µM; hits with a dose series show IC50 in µM; 310,000 tested, 0.13% active; in the data active means a potency from the dose series; inconclusive means CPE inhibition mostly from about 23% at the one dose, without a potency; inactive means the rest, 99 in 100 with CPE inhibition below about 21%; further: strong numbers were not always called active
Dengue-2 NS5 capping pilot replicate – recorded beside Dengue-2 NS5 capping, whose call it bears; inhibition, %; measured here: pilot screen replicate inhibition
* hit, by the source's call; ? = inconclusive; . = not tested or not shown. Compounds as they come. About 1.5% of those tested had a hit in this group.

SMILES	Large T inhibition	PhoP inhibition	GPR35 antagonists	West Nile antiviral	CSM14.1 death rescue	Rac1 GTP hydrolysis	Dengue-2 NS5 capping	LYP inhibition	RSV antiviral HEp-2	others
O=C(NCCN1C(=O)S/C(=C\c2ccc(Cl)cc2)C1=O)c1ccc(F)c(S(=O)(=O)N2CCOCC2)c1	10%	1%	-2%	-0.9%	2.5%	2%	-3%	-8%	6.1%
CN1CCC(C(=O)N2CCCC(C(=O)c3ccc4c5c(cccc35)CC4)C2)CC1 (stereo not drawn)	5%	5%	14%	-0.1%	-2.5%	4%	-12%	-6%	0.0%
CCn1c(SCC(=O)Nc2ccc(N3CCOCC3)c(Cl)c2)nnc1-c1ccc(N)cc1	-2%	3%	15%	0.3%	-1.3%	12%	-2%	-11%	15%
O=C(Nc1ccc(-n2ccc(C(F)(F)F)n2)cc1)Nc1cccc(Cl)c1	5%	19%	8%	11%	.	11%	-4%	2%	16%
COc1ccc(CCN2CC(C(=O)N3CCC(OC)CC3)CCC2=O)cc1 (stereo not drawn)	15%	7%	-3%	-0.3%	.	-7%	-4%	-14%	0.4%
COC(=O)C(NC(C)=O)(Nc1sc2c(c1C(N)=O)CCCC2)C(F)(F)F (stereo not drawn)	9%	-1%	-16%	-0.3%	5.4%	4%	-2%	-9%	1.0%
COc1ccc(-n2nc(C(=O)O)c3ccccc3c2=O)cc1	7%	-2%	0%	0.3%	-1.7%	-1%	-2%	6%	.
COc1ccc(N(C(=O)c2snc(C(N)=O)c2N)C(C(=O)NC2CCCC2)c2cccs2)c(OC)c1 (stereo not drawn)	6%	7%	14%	-0.5%	.	6%	-5%	-6%	6.2%
O=C(CC(c1ccccc1)c1ccccc1O)NCCc1ccccc1 (stereo not drawn)	21%	.	7%	-1.4%	.	7%	-8%	-7%	1.0%
N#CC1=C(S)N=C(N)C(c2nc(-c3ccccc3)cs2)C12CCCC2 (stereo not drawn)	16%	-11%	-9%	0.5%	-2.7%	11%	-22%	2%	-0.6%
CCOC(=O)c1[nH]c2ccc(Br)cc2c1NC(=O)CCN1CCOCC1	10%	-10%	15%	-0.4%	.	6%	2%	-4%	-0.3%
CCN(CC)S(=O)(=O)c1cc(NC(=O)Cc2n[nH]c(=O)c3ccccc23)ccc1C	12%	-6%	-13%	?	.	8%	-7%	-6%	0.4%
O=C(c1ccc(Br)cc1)N1CCC(C(=O)N2CCN(Cc3ccccc3)CC2)CC1	4%	6%	-4%	-1.0%	.	2%	-3%	-7%	0.8%
Cc1sc2nc3c(SC(C)C(=O)O)cc(C(=O)c4ccccc4O)cn3c(=O)c2c1C (stereo not drawn)	25%	-5%	-6%	1.6%	-3.7%	14%	21%	3%	42µM*
O=C(NCCC1=CCCCC1)NC1CCCCC1	18%	-5%	9%	-0.3%	1.0%	12%	2%	3%	0.1%
Cc1cccc(OCCC(=O)Nc2nnc(C)s2)c1	-2%	-1%	8%	0.0%	1.5%	14%	-5%	-6%	1.2%
COc1ccc(-n2cnnc2SC(C)C(=O)Nc2cccc([N+](=O)[O-])c2)cc1 (stereo not drawn)	-1%	5%	-4%	-0.6%	0.5%	2%	1%	-7%	4.0%
CC(=O)Nc1cccc(NC(=O)C2CC(=O)N(c3ccc(C)cc3)C2)c1 (stereo not drawn)	-4%	-12%	0%	-0.4%	-3.1%	7%	-4%	2%	-0.6%
COc1cccc(C(=O)Nc2c(F)cccc2F)c1	11%	7%	4%	0.7%	-1.9%	1%	-10%	-8%	0.9%
CC(=O)OCC(=O)Nc1ccc(Br)c(C)c1	18%	5%	16%	0.9%	0.1%	-2%	-3%	-8%	2.6%
O=C(COc1ccc(Cl)cc1Cl)N/N=C/c1cccnc1	11%	-6%	2%	-0.1%	.	7%	-7%	-6%	2.1%
O=C(CCN1CCN(c2ccc([N+](=O)[O-])cc2)CC1)c1ccc(Cl)cc1	14%	0%	12%	-1.9%	.	8%	1%	-3%	-0.7%
O=C(O)c1ccccc1SC1CC(=O)N(c2cccc3ccccc23)C1=O (stereo not drawn)	.	-10%	15%	0.0%	.	8%	-5%	-1%	.
COc1ccc(NC(=O)c2ccc(C(=O)c3ccccc3)o2)cc1	3%	10%	-3%	0.6%	-5.9%	1%	0%	2%	2.6%
CCOc1ccc(NC(=O)N2CCN(S(C)(=O)=O)CC2)cc1	3%	3%	-6%	-0.3%	-1.1%	9%	2%	-9%	0.6%
C=CCN1C(=O)/C(=C2/Sc3ccccc3N2C)SC1=Nc1c(C)n[nH]c1C	6%	-3%	18%	-0.2%	-0.6%	17%	-4%	-1%	0.5%
Cc1cccc(N2CCN(C(=O)CN3C(=O)NC(C)(C)C3=O)CC2)c1C	12%	0%	5%	-0.3%	.	11%	-5%	-5%	1.6%
Cn1c(=O)c2cc(S(=O)(=O)NCCC(=O)N3CC=C(c4ccccc4)CC3)ccc2n(C)c1=O	15%	6%	-12%	-0.8%	-0.8%	-6%	1%	-5%	4.5%
CC(=O)c1ccc(NC(=S)NC(=O)Cc2ccc(Cl)cc2)cc1	4%	0%	4%	-0.5%	.	-10%	-5%	-5%	1.4%
O=C1C(=O)N(c2ccccc2)C(c2ccccc2[N+](=O)[O-])/C1=C(\O)c1ccccc1 (stereo not drawn)	.	.	-4%	0.4%	-0.8%	7%	-1%	-2%	1.5%
COc1cccc(OCC(=O)Nc2ccc(OC)c(OC)c2)c1	14%	9%	1%	1.5%	-2.0%	14%	-2%	-4%	0.5%
O=C(CCC(=O)n1ncc2ccccc21)NCc1ccc(F)cc1	14%	.	10%	-0.7%	.	3%	-2%	-8%	1.0%
C#CCNc1cc(C)nc2ncnn12	3%	4%	8%	.	-1.5%	2%	-1%	-2%	-0.2%
C=CCc1c(C)nc(C)nc1N/N=C/c1ccccc1O	-3%	10%	-7%	1.0%	-2.0%	17%	-6%	8%	1.9%
NC(=O)COc1ccc(NC(=O)OCc2ccccc2)cc1	3%	1%	5%	-0.1%	-1.4%	2%	-2%	-5%	0.8%
COc1cccc(/C=C/C(=O)NCc2cn3cc(Cl)ccc3n2)c1	4%	-1%	-7%	-0.8%	-0.1%	2%	-4%	-2%	7.0%
COc1ccc2[nH]c(=O)c(CN(C(=O)c3cccnc3)c3ccc(C)cc3C)cc2c1	14%	4%	26%	0.1%	.	12%	0%	-7%	-0.3%
COc1ccc(-c2noc(CSc3nc(N)cc(=O)[nH]3)n2)cc1	14%	-6%	-1%	-0.2%	.	13%	-10%	-1%	-1.6%
CCOC(=O)NN1C(=O)c2ccccc2NC1c1ccc(N(C)C)cc1 (stereo not drawn)	9%	-3%	7%	-0.1%	0.5%	8%	-9%	-5%	1.2%
CCN(CC)CCCNc1cc2n(c(=O)n1)CCc1cc(OC)c(OC)cc1-2	6%	2%	1%	0.1%	-1.9%	10%	-4%	-4%	-0.1%
COc1cc(C(=O)N2CCN(C(=O)c3cc(-c4ccc(Br)cc4)n[nH]3)CC2)cc(OC)c1OC	14%	-12%	-6%	0.4%	.	10%	5%	-7%	4.5%
C/C(=N\N=C1/NC(=O)C(C)S1)c1ccco1 (stereo not drawn)	-7%	7%	-14%	1.5%	0.4%	4%	-1%	-3%	1.6%
Clc1c(-c2nnc3n2CCCCC3)sc2ccccc12	9%	-7%	-11%	0.2%	-0.3%	11%	-2%	-2%	2.6%
O=C(CSc1ccc(Cl)cc1)NC1CCCC1	9%	0%	-1%	-0.2%	-0.6%	3%	-5%	-9%	-0.2%
Cc1cc(O)cc2c1C(c1ccc(F)cc1)CC1(CC(C)(C)NC(=S)N1)O2 (stereo not drawn)	12%	-7%	-7%	-0.7%	0.6%	6%	-11%	-1%	0.1%
O=c1oc2c(CN3CCCCC3)c(O)ccc2cc1-c1nc2ccccc2[nH]1	.	.	-5%	.	-4.4%	3%	?	-4%	.
Cc1ccc(C(=O)N2CC3(C(C)C)CN(C(=O)c4ccc(C)cc4)CC(C(C)C)(C2)C3=O)cc1	9%	32%	-6%	.	8.5%	10%	-16%	8%	2.3%
CCN(CC)CCN1C(=O)C(=O)/C(=C(/O)c2c(C)[nH]c(C(=O)OC)c2C)C1c1cccc(OC)c1 (stereo not drawn)	4%	-12%	-2%	-0.3%	-1.6%	9%	-5%	-3%	0.4%	Dengue-2 NS5 capping pilot replicate=-4.2
Cc1cc(NC(=O)CSc2nc3ccccc3n2CCC#N)no1	3%	6%	3%	-0.2%	1.7%	2%	-4%	-2%	1.3%
COc1ccc(Cn2nnnc2CN(Cc2cc3cccc(C)c3[nH]c2=O)C2CCCC2)cc1	-1%	-10%	19%	-0.5%	0.5%	-10%	-1%	8%	-0.6%
Cc1ccc(-n2nc(C)cc2N)c(C)c1	2%	-6%	-13%	-0.1%	-0.1%	17%	1%	-8%	0.3%
O=C(COc1ccc2oc(-c3ccccc3)cc(=O)c2c1)Nc1ccccc1	4%	-9%	-1%	-0.3%	-2.6%	10%	7%	0%	1.7%
COCCCNS(=O)(=O)c1ccc(OC)c(Cl)c1Cl	-2%	9%	-2%	-0.3%	-1.6%	5%	-4%	0%	-1.2%
COc1ccc(C2N(C(=O)c3ccccc3)CCN2C(=O)c2ccc(C)cc2)cc1 (stereo not drawn)	35%	-1%	8%	-0.5%	2.1%	3%	-5%	-5%	6.9%
O=C(Nc1ccnn1C1CCN(Cc2cccnc2)CC1)c1ccccc1Cl	17%	-4%	4%	-0.3%	.	6%	-1%	-3%	1.7%
O=C(CSc1nnc(-c2ccccc2F)n1C1CC1)Nc1cccnc1Cl	8%	0%	6%	-0.1%	-1.3%	-1%	3%	-3%	0.0%
CCOC(=O)c1c(NC(=O)CC2SC(N)=NC2=O)sc(C)c1C (stereo not drawn)	11%	5%	8%	-0.2%	0.5%	2%	-9%	-2%	1.9%
CCCCc1nnc(NC(=O)C2CCCO2)s1 (stereo not drawn)	14%	5%	12%	0.4%	1.7%	-1%	-2%	-1%	1.4%
COc1ccc2ccccc2c1-c1csc(N)n1	12%	.	8%	-0.3%	.	.	1%	-4%	0.3%

In the list so far, 2 have a CF3 group:
SMILES	Large T inhibition	PhoP inhibition	GPR35 antagonists	West Nile antiviral	CSM14.1 death rescue	Rac1 GTP hydrolysis	Dengue-2 NS5 capping	LYP inhibition	RSV antiviral HEp-2	others
O=C(Nc1ccc(-n2ccc(C(F)(F)F)n2)cc1)Nc1cccc(Cl)c1	5%	19%	8%	11%	.	11%	-4%	2%	16%
COC(=O)C(NC(C)=O)(Nc1sc2c(c1C(N)=O)CCCC2)C(F)(F)F (stereo not drawn)	9%	-1%	-16%	-0.3%	5.4%	4%	-2%	-9%	1.0%
